# MBNL1 CUG block – qHTS Assay for Inhibitors of MBNL1-poly(CUG) RNA binding; TR-FRET MBNL1-His/biotin-(CUG)12 binding, 665/545 ratio; Potency, µM (top dose mostly 57.5 µM), for inactives: top-dose activity change, negative = inhibition, most hits filed as inhibitors; actives 0.036% (n = 280,000); AID 2675, 2010; active = well fitted inhibition curve with a large enough effect in the signal ratio, with a control signal flat, not every such curve was filed as active; inconclusive = small, poorly fitted or top-dose-only effect, or effect the other way, or a change in a side signal; inactive = no such curve, though single readings can be large or run the other way; the % refers to the signal ratio; note: % is set by controls: 0 for no effect and ±100 for the full control effect
# Target sequence (Q9NR56 whole entry, looked up): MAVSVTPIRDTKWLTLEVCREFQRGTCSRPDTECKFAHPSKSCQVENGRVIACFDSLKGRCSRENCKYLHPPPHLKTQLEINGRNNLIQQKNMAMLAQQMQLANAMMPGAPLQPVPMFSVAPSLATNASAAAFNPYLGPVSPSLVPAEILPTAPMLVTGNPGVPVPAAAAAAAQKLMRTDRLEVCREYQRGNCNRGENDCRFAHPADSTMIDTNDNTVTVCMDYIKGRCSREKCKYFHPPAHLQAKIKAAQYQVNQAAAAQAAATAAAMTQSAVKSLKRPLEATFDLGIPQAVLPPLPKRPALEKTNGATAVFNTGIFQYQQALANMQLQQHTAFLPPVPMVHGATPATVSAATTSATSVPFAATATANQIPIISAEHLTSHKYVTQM
#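 TR-FRET readout: Ex 340 nm, 665/545 nm emission ratio, normalized to buffer-only (basal) and MBNL1-(CUG)12 controls. Complex of MBNL1-His with Biotin-(CUG)12, compounds 92 nM–58 uM, incubated 60 min at room temperature.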
# NPC1 promoter act – qHTS Assay for NPC1 Promoter Activators; Huh7 NPC1 promoter luciferase reporter, 24 h; Potency, µM (series often up to 9.22 µM), for inactives: at the top dose activation, actives largely listed as activators; actives 2.4% (n = 320,000);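 note: % of control where 0% means no effect; nearly all actives have a fitted effect of over 60% in size; reporter is driven by a mutant NPC1 promoter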
#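 Quantitative HTS used a cell-based reporter: Huh7 cells stably bearing the NPC1 promoter upstream of luciferase were treated with compounds for 24 h, and promoter activation was read as luminescence.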
# Gal4-VP16 FLuc – VP16 counterscreen qHTS for inhibitors of ROR gamma transcriptional activity. Potency, µM (doses to about 53.6 µM), without a hit: at the top dose activity, negative = inhibition, actives largely listed as inhibitors. Drosophila S2 Gal4-VP16 UAS-luciferase, luminescence, 20 h. AID 2546, 2010. actives 3.5% (n = 310,000);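 note: Gal4-VP16 expression switched on by copper sulfate through the metallothionein promoter; % is set by controls: 0 for no effect and ±100 for the full control effect; nearly all actives have a fitted effect of over 50% in size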
# RORgamma inh – qHTS for inhibitors of ROR gamma transcriptional activity. Drosophila S2 Gal4-RORgamma UAS-luciferase reporter, 20 h. Potency, µM (doses to about 53.6 µM), without a hit: at the highest dose activity change, negative = inhibition, most hits filed as inhibitors. Nuclear receptor ROR-gamma (Mus musculus), P51450. actives 5.4% (n = 310,000); note: % is set by controls: 0 for no effect and ±100 for the full control effect; nearly all actives have a fitted effect of over 60% in size
# Target sequence (P51450 whole entry, looked up, the tested form may be a part): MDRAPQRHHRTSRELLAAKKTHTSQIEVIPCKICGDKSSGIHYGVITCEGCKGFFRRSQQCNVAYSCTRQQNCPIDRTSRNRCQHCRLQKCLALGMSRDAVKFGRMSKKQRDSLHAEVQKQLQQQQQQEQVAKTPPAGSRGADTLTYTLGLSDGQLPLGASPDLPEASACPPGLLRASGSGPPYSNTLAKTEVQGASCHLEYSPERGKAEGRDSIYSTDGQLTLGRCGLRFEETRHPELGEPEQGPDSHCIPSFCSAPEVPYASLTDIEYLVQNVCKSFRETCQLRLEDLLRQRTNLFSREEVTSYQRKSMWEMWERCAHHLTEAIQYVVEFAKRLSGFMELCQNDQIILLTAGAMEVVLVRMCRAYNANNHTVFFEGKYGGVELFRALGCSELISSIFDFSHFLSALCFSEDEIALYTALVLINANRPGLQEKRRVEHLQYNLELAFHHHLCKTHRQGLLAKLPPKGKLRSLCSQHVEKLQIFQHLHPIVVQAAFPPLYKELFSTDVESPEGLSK
#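 Drosophila Schneider cells stably carrying a metallothionein-driven Gal4 DBD–ROR gamma fusion and a UAS-Photinus luciferase reporter were exposed to compound for 1 hr, then induced with copper sulfate (700 uM final) for 20 hr at ambient temperature before luminescence reading.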
# Rab9 promoter act – qHTS Assay for Rab9 Promoter Activators | Huh7 Rab9 promoter-luciferase reporter, luminescence, 24 h | Potency, µM (highest dose often 9.22 µM), without a hit: at the highest dose activation, negative = inhibition, hits mostly activators | actives 2.8% (n = 320,000); note: % of control where 0% means no effect; nearly all actives have a fitted effect of over 60% in size
#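 Huh7 reporter line, Rab9 promoter upstream of luciferase. Compound exposure 24 h at 37 °C in reduced-serum medium with 10% FBS. Read-out: luminescence.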
# FLuc counter – qHTS profiling assay for firefly luciferase inhibitor/activator using purifed enzyme and Km concentrations of substrates (counterscreen for miR-21 project). Potency, µM (titrated, usually from 57.5 µM), for inactives: top-dose activity change, negative = inhibition, most hits filed as inhibitors. actives 6.9% (n = 360,000). purified FLuc, Km substrates, luminescence inhibition. Luciferin 4-monooxygenase (Photinus pyralis), P08659;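 note: plate controls were vehicle for no effect and reference inhibitor for full effect; nearly all actives have a fitted effect of over 55% in size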
#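 Purified P. pyralis luciferase (10nM final) with 10uM D-luciferin and 10uM ATP (Km levels) in 50mM Tris acetate pH 7.5, 10mM Mg acetate, 0.01% Tween-20, 0.05% BSA; qHTS 6-point titration, ~60 µM downward; luminescence read.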
# MLL CXXC-DNA inh – qHTS Fluorescence Polarization Assay for Inhibitors of MLL CXXC domain - DNA interaction. actives 0.037% (n = 290,000). Potency, µM (top dose mostly 115 µM), inactives show at the top dose activity change, negative = inhibition, usual class: inhibitors. MLL-CXXC / FITC-HOXA9 DNA fluorescence polarization; active = well fitted inhibition curve with a large enough effect in the polarisation, with a control signal flat, not every such curve was filed as active; inconclusive = small, poorly fitted or top-dose-only effect, or effect the other way, or a change in a side signal; inactive = no such curve, though single readings can be large or run the other way; the % refers to the polarisation
#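 Purified MLL-CXXC (added from a 7 uM solution) was preincubated 5 min at ambient with pinned compounds in 50 mM Tris-HCl pH 7.5, 50 mM NaCl, 1 mM DTT, 0.05% BSA. Fluorescein-labeled HOX-A9 DNA (50 nM solution) followed, 30 min, then polarization read.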
# ELG1 genotox – qHTS screen for small molecules that induce genotoxicity in human embryonic kidney (HEK293T) cells expressing luciferase-tagged ELG1. HEK293T ELG1-luciferase reporter, luminescence, 16 h. Potency, µM (series often up to 46 µM), inactives show top-dose activity change, positive = activation, actives largely listed as activators. actives 1.3% (n = 330,000). AID 504466, 2011; note: % of control where 0% means no effect; nearly all actives have a fitted effect of over 60% in size
#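 ELG1-luciferase HEK293T cells, 2,000/well; compound pinned in; 16 hr, 37 °C, 5% CO2; ONE-Glo, 30 min RT; luminescence on CCD imager.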
# BRCA1 expr act – qHTS Assay to Identify Small Molecule Activators of BRCA1 Expression; MCF7-BRCA1-FFLuc reporter, luminescence, 48 h; response scale: scaled: vehicle 0%, 10 µM genistein 100%; Potency, µM (titrated, usually from 46.1 µM), for inactives: top-dose activation, actives largely listed as activators; actives 1.1% (n = 380,000); AID 624202, 2012; note: nearly all actives have a fitted effect of over 80% in size; some results filed as inactive show a strong effect at the top dose
#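 MCF7-BRCA1-FFLuc cells, 2000/well in phenol-red-free MEM, attached 2 h then treated 48 h at 37 C. Luciferase luminescence read 15 min after reagent; normalized to genistein maximum activation (10microM) and DMSO, concentration-response fitted.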
# p53 reactivation – qHTS assay for re-activators of p53 using a Luc reporter; H1299 p53-A138V BP100-luciferase reporter, luminescence, 24 h; Potency, µM (highest dose often 92.2 µM), without a hit: at the highest dose activity change, positive = activation, usual class: activators; actives 0.063% (n = 320,000); AID 504706, 2011; note: % of control where 0% means no effect; nearly all actives have a fitted effect of over 45% in size
#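 H1299 (p53-null), stable ts p53-A138V + BP100-Luc; 1000 cells/well, Opti-MEM/10% FBS; cpd 4 pt, 1:5; 24 h, 37 deg C, 5% CO2; detection reagent 10 min RT; luminescence.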
# uPA surface inh – qHTS for Inhibitors of Cell Surface uPA Generation; cell surface uPA generation assay, qHTS; Potency, µM (doses to about 38.3 µM), for the others: at the highest dose activity change, negative = inhibition, most hits filed as inhibitors; actives 0.31% (n = 330,000); active = well fitted inhibition curve with a large enough effect; inconclusive = small, poorly fitted or top-dose-only effect; inactive = no such curve, though single readings can be large or run the other way; tested in mouse RAW 264.7 cells; note: % is set by controls: 0 for no effect and ±100 for the full control effect; nearly all actives have a fitted effect of over 55% in size
# The depositor's hits bear a star; ? = inconclusive; · = no result given; [ ] = dose if it differs, or a comment. Unless noted, calls come from the whole dose curve; as a rule, active = well fitted curve in the direction sought with a large enough effect; inconclusive = small, poorly fitted or top-dose-only effect, or another doubt; inactive = no such curve, though single readings can be large; an effect the other way counts as inactive or inconclusive. Potency is the fitted concentration of half-maximal effect.
no.	Structure	ELG1 genotox	NPC1 promoter act	MBNL1 CUG block	MLL CXXC-DNA inh	uPA surface inh	RORgamma inh	BRCA1 expr act	p53 reactivation	Gal4-VP16 FLuc	FLuc counter	Rab9 promoter act
1	CCc1ccc(-c2cc(C(=O)NCCCn3ccnc3)c3ccccc3n2)s1	?	6%	?	8%	·	17%	·	-3%	-5%	4.8µM*	20%
2	COc1ccc(NC(=O)c2c(-c3ccccc3)noc2C)c(OC)c1	-10%	-2%	-4%	6%	-1%	-1%	3%	-2%	-8%	-2%	0%
3	CC1Cc2ccccc2N1S(=O)(=O)c1cccc(C(=O)NCc2ccncc2)c1 (configuration not stated)	1%	-4%	·	·	?	·	-30%	-9%	·	4%	-11%
4	COCCNC(=O)C1CC(c2cccc(OC)c2)=NO1 (configuration not stated)	2%	-1%	-10%	-2%	11%	-3%	-20%	4%	-15%	-1%	9%
5	COc1ccc(Nc2nc(N)nc(CSc3nncn3C)n2)cc1	21µM*	17%	-9%	1%	·	-21%	44%	?	-15%	15µM*	?
6	Cn1c(O)c(N=NC(=O)CNC(=O)c2ccccc2)c2cc(Br)ccc21	0%	1%	?	2%	-11%	-3%	-51%	3%	18%	-1%	-4%
7	Cc1ccc(C(=O)Nc2cccc(C(F)(F)F)c2)cc1Nc1ncnc2nc[nH]c12	-10%	2%	2%	-1%	·	15%	-42%	-11%	1%	-19%	-10%
8	Fc1ccccc1/C=N/Nc1nc(N2CCCCC2)nc(N2CCCCC2)n1	-7%	-1%	2%	13%	16%	-35%	-17%	1%	4%	4%	-2%
9	Nc1sccc1C(=O)c1ccc(Cl)cc1	11µM*	28%	16%	7%	-6%	12%[0.365 µM]	6.3µM*	?	·	?	?
10	Cc1c(C(=O)N/N=C/c2ccccn2)nnn1-c1nonc1N	2%	-2%	12%	-8%	1%	21%	-17%	3%	-21%	-16%	4%
11	CCc1cc(C)cc(OCCNC(=O)c2ncn[nH]2)c1	-1%	-3%	3%	6%	-8%	-5%	11%	-6%	8%	-2%	-5%
12	Cc1ccccc1Oc1ncnc2oc(-c3ccccc3)cc12	1%	0%	-4%	20%	3%	-15%	4%	13%	9%	?	-1%
13	CNC(=O)c1cc(C(=O)c2ccccc2Br)c[nH]1	13%	0%	5%	?	9%	14%	-17%	3%	9%	-3%	-11%[1.84 µM]
14	COc1ccc2[nH]c(C)c(CCN3C(=O)OC(C)(C)C3(C)O)c2c1 (configuration not stated)	13%	0%	11%	0%	1%	3%	4%	-4%	-2%	0%	-2%
15	CCCCn1c(C23CC4CC(CC(C4)C2)C3)n[nH]c1=S	-7%	2%	4%	-13%	5%	2.8µM*	-15%	-19%	3.2µM*	3%	5%

# The list goes on, starting with the last 4 of the part before.
no.	Structure	ELG1 genotox	NPC1 promoter act	MBNL1 CUG block	MLL CXXC-DNA inh	uPA surface inh	RORgamma inh	BRCA1 expr act	p53 reactivation	Gal4-VP16 FLuc	FLuc counter	Rab9 promoter act
12	Cc1ccccc1Oc1ncnc2oc(-c3ccccc3)cc12	1%	0%	-4%	20%	3%	-15%	4%	13%	9%	?	-1%
13	CNC(=O)c1cc(C(=O)c2ccccc2Br)c[nH]1	13%	0%	5%	?	9%	14%	-17%	3%	9%	-3%	-11%[1.84 µM]
14	COc1ccc2[nH]c(C)c(CCN3C(=O)OC(C)(C)C3(C)O)c2c1 (configuration not stated)	13%	0%	11%	0%	1%	3%	4%	-4%	-2%	0%	-2%
15	CCCCn1c(C23CC4CC(CC(C4)C2)C3)n[nH]c1=S	-7%	2%	4%	-13%	5%	2.8µM*	-15%	-19%	3.2µM*	3%	5%
16	O=C(CSc1c2c(nc3cc(Cl)ccc13)CCCC2)NCCCN1CCOCC1	4%	0%	45%[activator]	12%	?	-11%	-73%	-15%	6%	6%	-4%
17	CCOc1ccc(S(=O)(=O)NCc2ccccn2)cc1NC(=O)c1ccccc1F	?	-15%	-8%	-8%	-19%	?	-41%	15%	4%	2%	-17%
18	O=C(CCc1nnc(Cc2cccc(C(F)(F)F)c2)o1)NCCc1ccccc1F	?	?	-5%	5%	-8%	?	?	13%	-14%	?	?
19	CCC(C)[C@H](NC(=O)C1CCC(CNC(=O)[C@@H]2CCCN2C(=O)OC(C)(C)C)CC1)C(=O)O (some centres not stated)	1%	1%	0%	4%	-6%	-10%	21%	-1%	-4%	1%	0%
20	Cc1ccc(C(=O)OC2CCN(c3ccc([N+](=O)[O-])cc3)CC2)cc1	3%	-6%	1%	5%	-1%	16%	5%	23%	-7%	1%	-2%
21	FC(F)(F)c1ccnc(Sc2n[nH]c(C(F)(F)F)n2)c1	-9%	3%	·	-9%	0%	-9%	-13%	-1%	-2%	1%	-3%
22	Cc1ccc(-c2csc3nc(SCC(=O)N(C)C)n(Cc4ccccc4)c(=O)c23)cc1	-10%	0%	12%	-11%	-13%	-7%	-52%	-10%	-17%	-1%	0%
23	O=S(=O)(NCCOCCNS(=O)(=O)c1ccccc1)c1ccccc1	-1%	-2%	-19%	4%	3%	36%	24%	0%	-5%	10%	5%
24	O=C(Nc1nccs1)C1CCN(S(=O)(=O)c2ccccc2)CC1	0%	-1%	3%	-7%	0%	28%	-7%	2%	-11%	5%	0%
25	O=C1c2ccc([N+](=O)[O-])cc2C(=O)N1CNc1ccccn1	?	-6%	?	8%	3%	-29%	-2%	-1%	3%	-8%	1%
26	COc1ccc(OC)c(NC(=O)C2CCCN(S(=O)(=O)c3c(C)noc3C)C2)c1 (configuration not stated)	-2%	-4%	0%	-1%	0%	26%	-28%	4%	?	0%	-4%
27	CC1=CC(C)(C)Nc2ccc(OC(=O)CN3C(=O)CCC3=O)cc21	12%	-1%	-3%	-4%	?	5.6µM*	-87%	-30%	7.1µM*	0%[2.3 µM]	4%
28	Cc1ccc(-c2nc(NCc3ccco3)n(S(C)(=O)=O)n2)cc1	-10%	15%	-3%	3%	-4%	?	69%	1%	2%[10 µM]	·	11%
29	CN(C)CCCOc1ccc2c(c1)Sc1ccccc1CC2=O	-2%	1%	·	0%	-6%	17%	-26%	4%	-4%	-1%	-2%
30	CCOC(=O)N1CCN(C(=O)C(=O)N/N=C/c2ccc(OC)cc2OC)CC1	2%	1%	11%	23%	1%	6%	3%	5%	3%	1%	1%

# Looked up above:
# Under uPA surface inh, compound 8 reads 16%
# Under NPC1 promoter act, compound 24 reads -1%
# Under uPA surface inh, compound 19 reads -6%
# Under uPA surface inh, compound 12 reads 3%

# Later entries.
no.	Structure	ELG1 genotox	NPC1 promoter act	MBNL1 CUG block	MLL CXXC-DNA inh	uPA surface inh	RORgamma inh	BRCA1 expr act	p53 reactivation	Gal4-VP16 FLuc	FLuc counter	Rab9 promoter act
31	O=C(NCC(c1ccco1)N1CCOCC1)C1CCCCC1 (configuration not stated)	-2%	-1%	·	·	0%	·	-16%	4%	·	-3%	-1%
32	COc1cccc(C(=O)Nc2ccc(-n3nncc3C(C)(C)C)cc2)c1	11%	-12%	?	-4%	7%	22%	-5%	3%	3%	2%	7%
33	CC(=O)Nc1ccc(NC(=O)Cn2c(=O)n(-c3ccccc3)c(=O)c3oc4ccccc4c32)cc1	-3%	-5%	-1%	15%	5%	1%	-3%	-3%	-5%	2%	-7%
34	CCN(CC)Cc1csc2ccc(Br)cc12	0%	-2%	2%	-1%	2%	-17%	-24%	-4%	-10%	1%	-3%
35	Cc1ccc(S(=O)(=O)/N=c2\ccc(Cl)cn2C(F)F)cc1	3%	4%	8%	3%	9%	35%	32%	0%	-23%	-4%	-4%
36	Cc1ccc(NC(=O)C(C)OC(=O)/C=C/c2ccccc2)cc1 (configuration not stated)	-8%	-2%	-3%	-10%	-3%	-8%	-4%	?	12%	3%	1%
37	Cc1[nH]c(=O)[nH]c(=O)c1S(=O)(=O)Nc1ccc(Br)cc1F	2%	-2%	-5%	46%[activator]	7%	-1%	5%	-1%	-1%	-4%	4%
38	O=C(NCc1cccnc1)c1cccc2c1C(=O)N(Cc1cccnc1)C2	0%	-2%	-10%	0%	-4%	4%	3%	-1%	-1%	0%	-3%

# Compound activity: PubChem BioAssay, National Center for Advancing Translational Sciences (NCATS)

# Only part of the results is shown (hit frequency here may not be typical).
